Screening data: PubChem, National Center for Advancing Translational Sciences (NCATS)
Abeta rescue – compounds reversing amyloid beta toxicity in yeast | yeast expressing A-beta42, growth rescue, OD600, 48 h; response scale: 0% DMSO, 100% iron-clioquinol control | Potency, µM (series often up to 46.1 µM), for the others: at the top dose growth rescue, most hits filed as activators | 0.063% of 410,000 active | AID 1347071; further: potency means the concentration at half of the fitted maximal effect; nearly all actives have a fitted effect of over 55% in size
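Yeast A-beta toxicity model in growth medium with pinned compounds, 48 h at 30 C; growth read as absorbance at 600 nm. Normalized to FeCl3/clioquinol equimolar mix (positive) and DMSO (negative).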
GLP1R inv ag – inverse agonists of human GLP-1 receptor; P43220; HEK293 GLP-1R CRE-luciferase, luminescence, 24 h; GLP-1R form is constitutively active; Potency, µM (highest dose often 38.3 µM), inactives show top-dose activity change, negative = inhibition, actives largely listed as inhibitors; 1.6% of 410,000 active; further: potency means the concentration at half of the fitted maximal effect; on the % scale 0 is the no-effect control and ±100 the full control effect; nearly all actives have a fitted effect of over 55% in size
Target sequence (P43220 whole entry, looked up): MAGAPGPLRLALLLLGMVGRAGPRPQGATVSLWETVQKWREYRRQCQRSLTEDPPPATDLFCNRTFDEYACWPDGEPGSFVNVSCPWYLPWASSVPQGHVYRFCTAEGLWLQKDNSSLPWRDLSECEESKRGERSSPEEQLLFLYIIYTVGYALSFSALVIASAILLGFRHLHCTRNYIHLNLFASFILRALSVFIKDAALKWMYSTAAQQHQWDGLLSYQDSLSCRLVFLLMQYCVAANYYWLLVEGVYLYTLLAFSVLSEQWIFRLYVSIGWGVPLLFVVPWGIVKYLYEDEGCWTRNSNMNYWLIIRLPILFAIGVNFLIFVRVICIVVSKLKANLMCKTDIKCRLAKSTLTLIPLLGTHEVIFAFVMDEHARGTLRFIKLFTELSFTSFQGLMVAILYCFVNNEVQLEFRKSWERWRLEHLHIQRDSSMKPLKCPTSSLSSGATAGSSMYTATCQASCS
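GLP-1R inverse agonism mode: basal reporter luminescence in engineered HEK293 cells measured after one day of compound exposure at 37 deg C, with a 12 min room-temperature detection step.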
PTHR1 agonist – agonists of human PTHR1 parathyroid hormone receptor; HEK293 GP2 PTHR1 cells, GloSensor cAMP luminescence, 1 h; Potency, µM (highest dose often 115 µM), inactives show at the highest dose activation, usual class: activators; 0.075% of 410,000 active; AID 743266; further: potency means the concentration at half of the fitted maximal effect; nearly all actives have a fitted effect of over 55% in size; some results filed as inactive show a strong effect at the top dose; inactives centre near -15; many of its hits are not listed in these tables
Target sequence (Q03431 whole entry, looked up): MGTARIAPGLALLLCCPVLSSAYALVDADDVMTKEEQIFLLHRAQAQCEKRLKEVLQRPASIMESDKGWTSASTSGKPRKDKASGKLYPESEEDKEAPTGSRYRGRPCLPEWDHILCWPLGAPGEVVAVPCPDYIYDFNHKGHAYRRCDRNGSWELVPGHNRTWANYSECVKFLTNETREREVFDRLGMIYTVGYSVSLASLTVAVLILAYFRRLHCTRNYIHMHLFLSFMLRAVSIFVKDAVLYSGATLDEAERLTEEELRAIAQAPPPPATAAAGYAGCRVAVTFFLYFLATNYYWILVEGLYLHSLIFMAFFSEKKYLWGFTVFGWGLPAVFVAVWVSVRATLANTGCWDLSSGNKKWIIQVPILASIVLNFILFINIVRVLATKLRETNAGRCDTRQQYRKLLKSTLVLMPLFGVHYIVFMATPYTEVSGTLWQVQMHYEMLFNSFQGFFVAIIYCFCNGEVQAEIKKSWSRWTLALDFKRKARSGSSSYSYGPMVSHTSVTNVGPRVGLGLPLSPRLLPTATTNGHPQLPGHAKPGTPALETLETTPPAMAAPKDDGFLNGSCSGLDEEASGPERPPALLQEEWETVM
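HEK-293-derived GP2 cells expressing PTHR1 and a GloSensor cAMP reporter, 3,000/well, plated overnight, given luciferin plus IBMX (each 0.5 mM as added) for 1 h at 37 °C, then compound for 1 h at 37 °C. Luminescence was read after 15 min at room temperature.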
FUS suppressor – suppressors of FUS proteinopathy in yeast; S. cerevisiae FUS-expressing, growth rescue, OD600, 24 h; Potency, µM (top dose mostly 76.6 µM), for the others: at the top dose growth rescue (activation), usual class: activators; 0.24% of 390,000 active; AID 1347120;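 further: potency means the concentration at half of the fitted maximal effect; plate controls were DMSO vehicle for no effect and reference control for full effect; nearly all actives have a fitted effect of over 55% in size; some results filed as inactive show a strong effect at the top dose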
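Toxicity suppression screen in FUS-yeast. Cells induced with 2% galactose, starting OD 0.005, treated 24hr at 30C with compounds at multiple final concentrations; growth by OD600.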
aSyn yeast inh – inhibitors of alpha-synuclein toxicity in yeast; AID 652106; Potency, µM (top dose mostly 46.1 µM), without a hit: at the top dose growth rescue (activation), most hits filed as activators; 0.14% of 370,000 active; Yeast expressing alpha-synuclein, growth rescue, BacTiter-Glo, 24 h; further: potency means the concentration at half of the fitted maximal effect; % of control where 0% means no effect; nearly all actives have a fitted effect of over 65% in size
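Rescue of yeast growth: cells expressing toxic alpha-synuclein, induced in galactose at OD600 0.02, incubated with compound 24 h at 30 C. ATP luminescence quantified growth; inhibitors of toxicity appear as activators.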
Mm-Cpn inhibitor – M. maripaludis TRiC chaperonin inhibition. Potency, µM (titrated, usually from 76.9 µM), for the others: at the top dose activity, negative = inhibition, hits mostly inhibitors. 0.031% of 330,000 active. purified Mm-Cpn ATPase, ADP Transcreener TR-FRET; further: potency means the concentration at half of the fitted maximal effect; on the % scale 0 is the no-effect control and ±100 the full control effect; nearly all actives have a fitted effect of over 80% in size
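Purified archaeal Mm-CPN (25nM final) preincubated 10 min at 37degC with compound, then 10uM ATP for 30 min at 37degC; ADP measured by HTRF Transcreener TR-FRET; buffer 30 mM TRIS pH 7.4, 100mM KCl, 5mM MgCl2, 1mM DTT.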
HEK293 tox – cytotoxicity counter-screen for GLP-1 receptor inverse agonists; HEK293 cAMP-luciferase reporter cells, luminescence, 24 h; Potency, µM (titrated, usually from 38.3 µM), for the others: top-dose activity change, negative = inhibition, most hits filed as inhibitors; 0.13% of 410,000 active; AID 624418;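 further: loss of luciferase light is scored as toxicity; potency means the concentration at half of the fitted maximal effect; on the % scale 0 is the no-effect control and ±100 the full control effect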
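Step one: seed cells (200 cells/uL, DMEM with 10% Nu serum, 1% pen-strep). Step two: 12-hour incubation at 37 deg C. Step three: pin 23 nL compound, incubate 24 hr. Step four: add luciferase reagent, read luminescence 12 min later.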
pAkt inh – Akt phosphorylation inhibition. activity change, % for hits at 50 µM. 0.32% of 360,000 active. Neuro2A IGF-stimulated pAkt S473 HTRF, 20 min; stronger effect = lower value; in the data active means activity change below about -80%; inconclusive means mostly about -51% to -80%; further: on the % scale 0 is the no-effect control and ±100 the full control effect
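Neuro2A cells in DMEM with 0.5% FBS, overnight at 37 deg C, given compound at single 50 µM final, then IGF (6 nM final) for 20 min at 37 deg C. Lysed; phospho-Akt Ser473 by HTRF after 24 h, 665/615 ratio.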
TDP-43 yeast inh – TDP-43 toxicity inhibition in yeast | 1.8% of 410,000 active | AID 652104 | TDP-43 expressing yeast growth rescue, BacTiter-Glo, 24 h | Potency, µM (doses to about 46.1 µM), without a hit: at the top dose growth rescue (activation), most hits filed as activators; further: potency means the concentration at half of the fitted maximal effect; % of control where 0% means no effect; nearly all actives have a fitted effect of over 50% in size
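Luminescence from BacTiter-Glo reports growth of TDP-43-expressing yeast after 24 hr at 30 deg C with compound. Cells were raffinose-pregrown to mid-log, then seeded in galactose medium at OD600=0.02.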
Numbers without * were called inactive; i = inactive; ? = inconclusive; / = not tested or not shown; & = joins results of further samples; [ ] = another dose, or the depositor's remark. Unless noted, the call rests on the fitted dose curve; in most records, active means well fitted curve in the direction sought with a large enough effect; inconclusive means small, poorly fitted or top-dose-only effect, or another doubt; inactive means no such curve, though single readings can be large; an effect the other way counts as inactive or inconclusive.

SMILES	Abeta rescue	GLP1R inv ag	PTHR1 agonist	FUS suppressor	aSyn yeast inh	Mm-Cpn inhibitor	HEK293 tox	pAkt inh	TDP-43 yeast inh
Cc1cccc(NC(=O)CN2CCN(C(=O)c3cnn(Cc4ccccc4)c3)CC2)c1C	10%	7%	i	4%	2%	2%	-6%	i	23%
COc1ccc(-c2ccc(CN3C(C(C)C)C(=O)N(Cc4cn(CCC5OCCO5)nn4)CCS3(=O)=O)cc2)cc1OC (stereo not given)	10%	47%[activator]	-13%	?	-1%	/	-1%	i	0%
CCCCN1C(=O)C(CC(=O)NC(c2ccccc2)c2ccccc2)CC(C(=O)N2CCCCCC2)=C1C (stereo not given)	7%	3%	-9%	21%	0%	/	-2%	i	9%
OCC1(Cc2cccc(Cl)c2)CCCN(Cc2ccc(F)c(F)c2)C1 (stereo not given)	-8%	10µM*	-24%	5%	1%	2%	6%	i	-3%
O=C1C2C3C=CC(C3)C2C(=O)N1c1ncn[nH]1 (stereo not given)	-20%	-3%	i	7%	-9%	-2%	1%	i	-19%
O=C1CCC(C(=O)Nc2cc(C(F)(F)F)ccc2-n2cncn2)=NN1	-3%	5%	i	12%	-7%	2%	-3%	i	-27%
COC(=O)C1=C(CCc2ccccc2)NC(=O)NC1c1ccc(C#N)cc1 (stereo not given)	-9%	-16%	-33%[inhibitor]	4%	7%	/	-4%	i	18%
O=C(NC1CCCCC1)C1CC(=O)N(CCc2ccc(F)cc2)C1 (stereo not given)	-4%	-10%	i	33%	0%	-2%	-4%	i	-6%
COc1cccc(OC)c1C(=O)N1CCN(Cc2ccccc2F)CC1	-4%	-1%	i	-25%	-1%	/	2%	i	16%
Cc1ccc(C(=O)N2CCOCC2)cc1S(=O)(=O)N1CCOCC1	-1%	4%	i	9%	-2%	0%	5%	i	8%
Nc1ccn([C@@H]2O[C@H](CNC(=O)[C@H]3CCC(=O)N3)[C@@H](O)[C@H]2O)c(=O)n1	0%	12%	-19%	-29%	-6%	/	3%	i	3%
COc1ccc(Cl)cc1NS(=O)(=O)c1cccc(C(=O)NC2CCC(O)CC2)c1 (stereo not given)	10%	-24%	i	0%	0%	3%	6%	i	16%
Cc1cc(=O)oc2c(CN3CCCC3)c(O)ccc12	7%	-4%	i	7%	0%	-9%	70%[activator]	i	4%
CCN(CC)S(=O)(=O)c1ccc(C)c(NC(=O)COC(=O)c2ccc(C)c(S(=O)(=O)N3CCOCC3)c2)c1	8%	5%	-30%	40%	/	-2%	-10%	/	0%
COc1ccc(CNS(=O)(=O)c2ccc(F)c(C(=O)Nc3c(C)cc(C)cc3C)c2)cc1	-8%	7%	-30%	8%	/	/	-9%	/	16%
O=[N+]([O-])/C=C/c1ccc2c(ccn2Cc2ccccc2)c1	-81%[inhibitor]	?	-51%[inhibitor]	14%	?	-4%	?	i	?
O=C(CCN1C(=O)c2ccccc2S1(=O)=O)Nc1ccccc1O	0%	2%	i	-35%	2%	0%	-6%	i	24%
CC1=CC=CC2=NC(=O)CC(C)(C(=O)O)N12 (stereo not given)	7%	15%	i	-7%	-6%	1%	-5%	i	9%[9.22 µM]
CN(CC(=O)Nc1cccc(F)c1)C(=O)c1cccc(-n2cccc2)c1	29%	?	-5%	34%	0%	-1%	2%	i	13%
CCC(C(=O)NCCc1c[nH]c2ccc(C)cc12)c1ccccc1 (stereo not given)	7%	?	i	12%	11%	-2%	0%	i	-23%
O=[N+]([O-])c1ccc(CC(Cl)c2ccccn2)cc1 (stereo not given)	-19%	-29%	-25%	9%	3%	/	-15%	i	13%
CCCOc1ccc(C(=O)Nc2ccc(S(=O)(=O)Nc3cc(C)nc(C)n3)cc2)cc1	-5%	3%	i	-2%	2%	-6%	-7%	i	8%
COc1cc(/C=C/C(=O)O)cc2c1OCCO2	6%	11%	-1%	-10%	5%	2%	-4%	i	12%
CCOc1ccc(C(C)=O)cc1COC(=O)CNC(=O)C12CC3CC(CC(C3)C1)C2	-20%	3.5µM*	-21%	46%	1%	2%	-5%	i	4%
COc1cccc(C(=O)N2CCN(C3CCC(c4ccccc4)CC3)CC2)c1 (stereo not given)	27%	?	-10%	0%	1%	0%	5%	i	21%
COc1cccc(/C=C2\N=C(C3CCCCC3)OC2=O)c1OC	-1%	5%	i	19%	16%	0%	8%	i	14%[9.22 µM]
CC(C)(C)NC(=O)COC(=O)c1ccc(S(=O)(=O)N2CCCCCC2)cc1	-4%	-4%	i	10%	-2%	1%	-6%	i	4%
CCN(C[C@H]1N[C@@](Cc2ccccc2)(C(=O)OC)[C@H]2C(=O)N(C)C(=O)[C@@H]12)C(=O)c1ccc(C)cc1	-6%	13%	i	-2%	2%	2%	2%	i	9%
O=C(Nc1ccccn1)c1cccc(S(=O)(=O)N2CCCc3ccccc32)c1	-6%	?	-47%[inhibitor]	34%	9%[1.84 µM]	1%	-6%	i	25µM*
CCc1nnc(NC(=O)c2cc(S(=O)(=O)N3CCCCC3)ccc2N2CCOCC2)s1	-1%	6%	-48%[inhibitor]	8%	28%	-7%	-16%	i	-21%
COc1ccc(C(=O)COC(=O)c2nn(C)c(=O)c3ccccc23)c(OC)c1	-1%	11%	-7%	-17%	-1%	-2%	-6%	i	24%
Cc1nc(N2CCOCC2)c2c(C(=O)NCCc3ccccc3)c(C)oc2n1	-15%	15%	i	1%	/	/	15%	/	12%
COc1ccc2c(CC(=O)OCC(=O)Nc3cc(C)c(C)cc3[N+](=O)[O-])coc2c1	10%	10%	i	/	9%	-1%	-1%	i	21%
Cc1cc(N2CCOCC2)nc(N)n1	-7%	?	-8%	23%	-7%	0%	-8%	i	-10%[9.22 µM]
Cc1c(C)[n+](=O)c(-c2ccc(F)cc2)c(C)n1[O-]	0%	1%	21%	19%	-3%	0%	0%	i	-22%
C=CCC1NS(=O)(=O)OC(CCCC)C1O (stereo not given)	-8%	14%	-21%	-12%	2%	-1%	3%	i	-2%
CN(C)c1ccc(CNC(=O)C2Cc3c(-c4cccc(C(N)=O)c4)ccnc3O2)cc1 (stereo not given)	-15%	-15%	i	-9%	-1%	/	-26%	i	16%
CO/N=C/NC(=O)NOCc1ncc(C(F)(F)F)cc1Cl	-14%	20%	i	-25%	-1%	0%	6%	/	-1%
COCCNc1ccc(-c2nc(-c3ccccn3)no2)cc1[N+](=O)[O-]	-7%	9%	-7%	13%	/	/	1%	/	18%
CC#CCOC(=O)c1c(C)nc2sc3c(c2c1N)CCC(O)C3 (stereo not given)	6%	?	-58%[inhibitor]	-11%	2%&2%	-22%	3%	i	?

4 compounds already listed, sorted by molar mass, largest number first:
SMILES	Abeta rescue	GLP1R inv ag	PTHR1 agonist	FUS suppressor	aSyn yeast inh	Mm-Cpn inhibitor	HEK293 tox	pAkt inh	TDP-43 yeast inh
CN(C)c1ccc(CNC(=O)C2Cc3c(-c4cccc(C(N)=O)c4)ccnc3O2)cc1 (stereo not given)	-15%	-15%	i	-9%	-1%	/	-26%	i	16%
Cc1nc(N2CCOCC2)c2c(C(=O)NCCc3ccccc3)c(C)oc2n1	-15%	15%	i	1%	/	/	15%	/	12%
COCCNc1ccc(-c2nc(-c3ccccn3)no2)cc1[N+](=O)[O-]	-7%	9%	-7%	13%	/	/	1%	/	18%
CC#CCOC(=O)c1c(C)nc2sc3c(c2c1N)CCC(O)C3 (stereo not given)	6%	?	-58%[inhibitor]	-11%	2%&2%	-22%	3%	i	?

More structures.
SMILES	Abeta rescue	GLP1R inv ag	PTHR1 agonist	FUS suppressor	aSyn yeast inh	Mm-Cpn inhibitor	HEK293 tox	pAkt inh	TDP-43 yeast inh
CCOC(=O)Nc1cc(=O)c2ccccc2o1	2%	0%	i	12%	5%	1%	-18%	/	-20%
CCCCC[C@@H]1C=C(C(=O)O)[C@H](c2ccc(CC)cc2)N1S(=O)(=O)c1ccc(C)cc1	-7%	-15%	-24%	10%	1%	1%	10%	i	0%
CCCCN(C(=O)C(C)Oc1ccc(Br)cc1)c1c(N)n(Cc2ccccc2)c(=O)[nH]c1=O (stereo not given)	2%	?	i	30%	-7%	0%	8%	i	0%
COc1ccc(S(=O)(=O)N2CCOC2CNC(=O)C(=O)NCCc2ccc(OC)c(OC)c2)cc1 (stereo not given)	18%	25%	-32%[inhibitor]	/	0%	0%	-13%	i	-3%
CCOC(=O)c1ccc(CN2CCCC(C)(C(=O)NCCOC)C2)cc1 (stereo not given)	-6%	5%	i	-14%	-2%	/	2%	i	5%
Cc1cccc(C(=O)NCC(c2ccc(F)cc2)N2CCOCC2)c1 (stereo not given)	-4%	26%	i	4%	-4%	6%	2%	i	-21%
COc1cc(/C=N/NC(=O)c2cc(-c3cccc(Br)c3)nc3ccccc23)cc(OC)c1O	2%	12%	-6%	18%	-9%	/	0%	i	14%
COc1ccc(C(=O)N2CCC2)cc1S(=O)(=O)NCc1ccc(Cl)cc1	0%	3%	i	5%	-6%	1%	-13%	i	16%
O=C(Nc1cc(Cl)ccc1N1CCOCC1)c1ccc2c(c1)OCO2	-27%	13%	-24%	-30%	2%	/	-7%	i	9%
Cc1cccc(Nc2nn3c(=O)c4cc5c(cc4nc3s2)OCO5)c1	2%	1%	i	-8%	/	/	-9%	/	27%
Cn1c(=O)c2nc3ccccc3nc2n(C)c1=O	9%	-9%	-1%	-32%	-1%	3%	3%	i	7%

The list is partial, so the mix of outcomes need not match the whole.
